NTR1 ag: NTR1-driven beta-arrestin-GFP spot formation – imaging, U2OS cells, high content, primary screen (AID 493036); activation, % at 20 µM; agonist mode; 0.17% of 330,000 active;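 active = activation at or above 40% of the spot to cytoplasm intensity ratio, with at least 20 cells analyzed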;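 also: 0% = DMSO without peptide and 100% = 100 nM NTR1 peptide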
Target sequence (P30989 whole entry, looked up): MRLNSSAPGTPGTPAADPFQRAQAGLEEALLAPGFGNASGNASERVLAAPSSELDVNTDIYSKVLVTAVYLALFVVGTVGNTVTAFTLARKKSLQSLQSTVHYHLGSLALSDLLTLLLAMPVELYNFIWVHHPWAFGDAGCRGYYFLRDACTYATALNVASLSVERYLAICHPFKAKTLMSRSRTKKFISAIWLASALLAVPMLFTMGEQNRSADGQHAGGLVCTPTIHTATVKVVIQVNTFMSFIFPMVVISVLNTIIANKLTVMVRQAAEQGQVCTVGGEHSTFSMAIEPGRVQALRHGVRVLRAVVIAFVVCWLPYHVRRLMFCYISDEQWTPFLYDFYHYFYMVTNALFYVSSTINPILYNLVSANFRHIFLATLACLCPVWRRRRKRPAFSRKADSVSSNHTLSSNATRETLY
CSM14.1 death rescue: protection against thapsigargin-triggered cell killing – 384-well, CSM14.1, ATP luminescence, primary screen (AID 1222). CSM14.1 thapsigargin-induced death rescue, ATP luminescence; higher % means a stronger effect. one-dose cellular ATP content (survival), % at 20 µM; EC50 in µM for titrated hits. 190,000 tested, under 10 active;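 active = EC50 below 50 µM in the dose-response confirmation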;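 also: death triggered by thapsigargin at about 15 µM added after 2 h compound pretreatment; cell ATP read after overnight thapsigargin exposure of roughly 18 to 22 hours; normalized against plate controls of thapsigargin alone and 5% DMSO vehicle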
NOD2 inhibition: NOD2 signaling inhibitors, cell-based, luminescence, uHTS, HEK293 (AID 1566). HEK293 NOD2/NF-kB luciferase reporter, luminescence; higher % means a stronger effect. inhibition, % at 4 µM, or EC50 in µM where a hit was titrated. 0.63% of 290,000 active; also: many of its hits are not listed in these tables
Yfh1-off respiration: enhancers of respiration in Yfh1-depleted yeast, dose response, Friedreich's ataxia, plus single-dose screen (AID 1465) | 0.074% of 220,000 active | fold induction at 50 µM, or EC50 in µM where a hit was titrated | S. cerevisiae Yfh1-off respiration, WST-1 reduction, 72 h; higher fold induction means a stronger effect;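 active = fold induction of absorbance versus untreated yeast above a set limit, then at least 30% activation at any dose in follow-up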;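 also: activators that raise dye reduction in frataxin-depleted yeast; strong numbers were not always called active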
KOR beta-arrestin-1: kappa opioid receptor blockers – cell-based, luminescence, uHTS (AID 1778); KOR beta-arrestin recruitment, luminescence, antagonist mode; higher % means a stronger effect; inhibition, % at 10 µM, or IC50 in µM where a hit was titrated; 0.091% of 290,000 active; also: strong numbers were not always called active
GPR55 beta-arrestin: selective activators of receptor GPR55 – imaging, U2OS cells, beta-arrestin-GFP redistribution, primary screen (AID 1961); activation, % at 10 µM, or EC50 in µM where a hit was titrated; U2OS GPR55 beta-arrestin-GFP redistribution imaging; higher % means a stronger effect; 0.048% of 290,000 active;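 active = activation above 40% with more than 50 cells counted in the well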;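 also: U2OS osteosarcoma cells stably expressing GPR55 and beta-arrestin-GFP; plate controls were DMSO negative control for no effect and LPI positive control for full effect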
TNAP activators: stimulation of alkaline phosphatase TNAP activity – biochemical, luminescent, no phosphate acceptor, uHTS, primary screen (AID 1001). purified TNAP, luminescent activation assay, no phosphate acceptor; higher activation fold means a stronger effect. activation fold at 20 µM, or EC50 in µM where a hit was titrated. 0.03% of 200,000 active; in the data active = activation fold from about 3, or a potency from the dose series; inactive = the rest, 99 in 100 with activation fold below about 1.6; also: many of its hits are not listed in these tables
KOR beta-arrestin-2: kappa opioid receptor activators – cell-based, luminescence, uHTS, primary screen (AID 1777); KOR beta-arrestin recruitment, luminescence; higher % means a stronger effect; activation, % at 10 µM, or EC50 in µM where a hit was titrated; 0.02% of 280,000 active; in the data active = activation above about 50%, passing the limit was not always enough; also: a part of the inactive calls stands beside numbers as strong as those of hits
NOD1 inhibition: NOD1 signaling inhibitors, primary screen, cell-based, luminescence, uHTS (AID 1578); NOD1-driven NF-kB luciferase reporter cells, luminescence; higher % means a stronger effect; one-dose inhibition, % at 4 µM; EC50 in µM for titrated hits; 1% of 290,000 active; in the data active = inhibition mostly above about 36%, no sharp cut-off; inactive = mostly below about 34%;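 also: HEK-293T reporter cells stimulated with the NOD1 agonist gamma-tri-DAP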
NTR1 ag cell count 20 µM: recorded beside NTR1 ag, whose call it bears; cell count; measured here: cell count, cytotoxicity flag
Active calls of the source: *; i = inactive; x = not tested or not shown; [ ] = remark or other dose. Rule as the data show it, unless noted: active = inhibition above about 50%; inactive = the rest. These rows are one share of the data; rates above refer to the full screens.

SMILES	NTR1 ag	KOR beta-arrestin-2	NOD1 inhibition	GPR55 beta-arrestin	NOD2 inhibition	NTR1 ag cell count 20 µM	KOR beta-arrestin-1	CSM14.1 death rescue	TNAP activators	Yfh1-off respiration
O=C(CN1CCC(NC(=O)Cc2ccccc2)CC1)Nc1ccccc1Br	-0.4	0.6%	18%	0.4%	18%	91	10%	-2.3%	1.2	i
N#C/C(=C\c1cn[nH]c1-c1ccc(Cl)cc1)C(=O)NC1CC1	-1.0	-2.9%	6%	0.2%	6%	47	0%	-2.9%	1.4	i
Cc1ccccc1-n1nc(C)c2cc(C(=O)N3CCN(S(=O)(=O)c4ccccc4)CC3)sc21	x	6.1%	-11%	-0.2%	32%	x	-4%	-3.6%	1.1	x
CC(C)(C)OC(=O)N1CCN(C(=O)c2cccnc2Cl)CC1	-0.7	-0.2%	-23%	-0.1%	2%	42	-4%[20 µM]	-0.9%	1.1	i
Cn1c(=O)c2c(nc(NCC3CCCO3)n2Cc2ccccc2)n(C)c1=O (configuration not stated)	0.9	-3.8%	-4%	-0.1%	11%	47	2%	-0.4%	1.1	i
CC(C)Cc1nnc(NC(=O)CCC(=O)N2CCC(C)CC2)s1	0.2	-7.4%	-12%	-0.1%	15%	67	5%	x	x	x
O=C(O)/C=C\C(=O)NCc1cccnc1	1.2	-4.4%	-41%	0.7%	4%	43	20%	-0.7%	1.1	i
COc1ccccc1C(=O)NNC(=O)c1cccc([N+](=O)[O-])c1	1.8	0.7%	-25%	-0.1%	-32%	42	-34%[20 µM]	-1.7%	1.1	i
CCOC(=O)c1c(NC(=S)Nc2cccnc2)sc(C)c1C	-0.5	3.3%	-20%	-0.1%	8%	49	-24%	-6.8%	1	i
Cc1cc(NS(=O)(=O)c2ccc(NC(=O)c3cc4ccccc4o3)cc2)no1	x	-1.4%	-4%	-0.1%	4%	x	-33%	0.1%	0.8	i
CN(C)S(=O)(=O)c1ccc(C(=O)NCc2nnc(SCC(=O)N3CCCCCC3)o2)cc1	0.5	0.1%	28%	0.3%	5%	63	-7%	x	x	x
COc1cccc(CNC(=O)Cn2cc([N+](=O)[O-])cn2)c1	-0.5	-0.5%	-24%	0.3%	11%	73	-15%	x	x	x
CC(C)COc1ccc(-c2cc(C(=O)NN)[nH]n2)cc1	1.0	0.1%	-34%	-0.2%	-18%	73	35%	-5.1%	1.7	i
COc1cccc(N2CCN(c3nc(-c4ccccc4C)cc(=O)[nH]3)CC2)c1	2.9	1.0%	35%	-0.3%	-87%	57	-23%	x	x	x
CCC1CN(C(=O)N2CCC(C(=O)Nc3ccccc3OC)CC2)c2ccccc2O1 (configuration not stated)	-0.3	3.5%	-13%	-0.2%	28%	58	-12%	x	x	x
Cc1cccc(C)c1OCCNC(=O)C(=O)NCc1ccco1	-2.0	x	9%	0.0%	-37%	89	-98%[20 µM]	-3.4%	1	i
CCCC1=C(C(=O)OCC)C(c2ccc(N(C)C)cc2)n2ncnc2N1 (configuration not stated)	-1.1	-6.1%	22%	-0.2%	-8%	75	14%	1.4%	0.9	i
CC(=O)c1cc2c(cc1NS(=O)(=O)c1ccccc1Br)OCO2	0.9	-5.1%	-39%	-0.2%	18%	49	-8%	x	x	x
COc1ccccc1OCCC(=O)OCC(=O)Nc1ccc(Br)cc1	-0.9	-1.0%	-15%	-0.2%	4%	77	36%	0.2%	1.1	i
CCOc1ccc(Nc2nc3cc(S(=O)(=O)N(CC)CC)ccc3o2)cc1	8.4	-0.8%	0%	-0.1%	-14%	50	-62%	-3.4%	1.1	i
O=C(NCc1nc2ccccc2[nH]1)C1=C[C@@H](c2ccccc2)C[C@@H](OCc2ccc(CO)cc2)O1	1.6	-1.2%	-21%	0.6%	0%	46	14%	0.1%	1.1	i
Cc1c(O)c2c(=O)n(-c3ccccc3)c(-c3ccccc3)cc2oc1=O	5.3	0.3%	-37%	0.8%	-10%	62	-15%	-1.6%	1.1	i
CCCCOC(=O)C1[C@H]2C(=O)N(c3ccccc3CC)C[C@]23C=C[C@H]1O3 (some centres not stated)	1.1	-1.0%	-10%	-0.2%	-1%	39	-28%	-2.1%	1.1	i
O=C1c2cccc3cccc(c23)N1Cc1cccc(F)c1	0.9	10%	-8%	-0.1%	9%	50	-45%	x	x	x
CSCCC(=O)N1CCCC(CO)(CCCc2ccccc2)C1 (configuration not stated)	0.2	-0.9%	-12%	-0.4%	7%	66	-8%[20 µM]	x	x	x
Cn1c(CNc2cccc(C(F)(F)F)c2)n[nH]c1=S	2.0	x	-35%	-0.1%	10%	47	-26%[20 µM]	0.0%	1	i
O=C(O)c1ccc(CSc2nnc(COc3ccc(Cl)cc3Cl)o2)cc1	0.5	-0.4%	-25%	-0.1%	-20%	100	-38%	-0.9%	1.2	i
O=C1NCC(COCC2CC=CCC2)O1 (configuration not stated)	-0.1	-0.6%	-25%	-0.3%	3%	85	15%	6.7%	1.1	i
CC(CCc1ccccc1)NCc1cccc2ccccc12 (configuration not stated)	0.4	x	-7%	-0.1%	-1%	67	-29%[20 µM]	x	x	x
Cc1nn(Cc2c(Cl)cccc2Cl)c(Cl)c1/C=C/C(=O)OCC(=O)NCC(F)(F)F	-0.1	1.4%	-5%	0.0%	12%	45	-240%	4.6%	1.1	i
Cc1ccc(NC(=O)CN2CCC(Cc3ccccc3)CC2)cc1S(=O)(=O)N(C)C	-0.3	8.5%	10%	-0.4%	21%	47	-20%	0.4%	1	i
Cc1cccc(NC(=O)/C(=C\c2ccco2)NC(=O)c2ccccc2)c1	0.1	0.6%	-20%	-0.2%	2%	69	-40%	-0.9%	1	i
Cc1ccc(CCNC(=O)CN2C(=O)COc3ccccc32)cc1	-0.2	-1.7%	-10%	0.3%	5%	60	20%	-0.4%	1.1	i
O=C(/C=C\Nc1ccccn1)c1ccccc1	-0.4	-3.8%	-49%	-0.2%	-121%	38	-4%	-4.3%	1.2	i
COc1ccc(C(=O)NC2CCCCCC2)cc1S(=O)(=O)N1CCOCC1	0.4	-2.6%	-25%	-0.1%	11%	50	-10%	x	x	x
Cc1cccc(NC(=O)C23CCC(C)(C2Br)C3(C)C)c1 (configuration not stated)	1.2	1.3%	44%	0.0%	4%	74	-64%	4.3%	1	i
CCOc1nc(SCCOc2ccccc2)nc(N(C)C)n1	3.4	0.9%	-26%	-0.4%	-24%	54	-2%	-2.1%	1	i
CC(C)CC(NC(=O)C(NC(=O)C1CCC(=O)N1C(=O)OCc1ccccc1)C(C)C)C(=O)N1CCCC1C(N)=O (configuration not stated)	1.5	-2.1%	-15%	-0.4%	-9%	48	-19%	x	x	x
O=C(CC1Sc2ccccc2NC1=O)OC(C(=O)NCCc1ccccc1)c1cccnc1 (configuration not stated)	1.5	-1.1%	4%	-0.2%	8%	62	-5%	0.3%	1	x
Clc1ccc(SCCn2ccnc2)cc1	-0.3	16%	5%	-0.3%	8%	25	2%	-0.2%	1.1	i
O=C(O)c1ccc(CS(=O)(=O)c2c(Cl)cccc2Cl)o1	0.0	9.2%	-7%	0.7%	5%	80	12%	x	x	x
O=C(CS(=O)(=O)c1ccc(F)cc1)NCCS(=O)(=O)c1ccccc1	-0.7	0.3%	4%	-0.1%	21%	97	-2%	x	x	x
CC(=O)c1ccc(Oc2cc(-c3ccccc3)nc(-c3ccccc3)n2)cc1	3.0	6.2%	-12%	0.0%	4%	51	-14%	-1.4%	1.1	i
O=C(Nc1ccccc1F)c1cc(Cl)sc1Cl	-1.0	-3.1%	-11%	-0.1%	-32%	44	22%	x	x	x
CC1C(=O)N(Cc2ccc([N+](=O)[O-])cc2)c2ccccc2N1C(=O)c1c(F)cccc1F (configuration not stated)	2.2	-9.6%	-6%	-0.3%	-1%	84	16%	x	x	x
Clc1ccc2nc(COc3ccccc3)[nH]c2c1	-1.9	-1.8%	-16%	-0.2%	-33%	73	-36%[20 µM]	x	x	x
CCCCNC(=S)NNC(=O)c1ccco1	4.6	-5.2%	-16%	-0.2%	7%	91	-1%	-1.6%	2.6	i
CC1=NN(c2ccc(S(=O)(=O)O)cc2C)C(=O)C1	0.8	1.2%	-3%	-0.1%	18%	45	-5%[20 µM]	0.1%	1	i
N#CC1=C(N)N(c2ccccc2)C(c2cccc([N+](=O)[O-])c2)C1(C#N)C#N (configuration not stated)	0.9	-1.4%	17%	1.0%	20%	78	-7%	-1.2%	1.1	i
c1ccc(Cn2nnnc2-c2ccco2)cc1	-0.5	-1.2%	-17%	-0.1%	2%	80	9%	x	1.1	i

Laid out differently: 6 of the compounds above
Each structure is followed by: NTR1 ag	KOR beta-arrestin-2	NOD1 inhibition	GPR55 beta-arrestin	NOD2 inhibition	NTR1 ag cell count 20 µM	KOR beta-arrestin-1	CSM14.1 death rescue	TNAP activators	Yfh1-off respiration
> Cn1c(CNc2cccc(C(F)(F)F)c2)n[nH]c1=S
 : 2.0	x	-35%	-0.1%	10%	47	-26%[20 µM]	0.0%	1	i
> O=C(O)c1ccc(CSc2nnc(COc3ccc(Cl)cc3Cl)o2)cc1
 : 0.5	-0.4%	-25%	-0.1%	-20%	100	-38%	-0.9%	1.2	i
> O=C1NCC(COCC2CC=CCC2)O1 (configuration not stated)
 : -0.1	-0.6%	-25%	-0.3%	3%	85	15%	6.7%	1.1	i
> CC(CCc1ccccc1)NCc1cccc2ccccc12 (configuration not stated)
 : 0.4	x	-7%	-0.1%	-1%	67	-29%[20 µM]	x	x	x
> Cc1nn(Cc2c(Cl)cccc2Cl)c(Cl)c1/C=C/C(=O)OCC(=O)NCC(F)(F)F
 : -0.1	1.4%	-5%	0.0%	12%	45	-240%	4.6%	1.1	i
> Cc1ccc(NC(=O)CN2CCC(Cc3ccccc3)CC2)cc1S(=O)(=O)N(C)C
 : -0.3	8.5%	10%	-0.4%	21%	47	-20%	0.4%	1	i

New compounds follow.
SMILES	NTR1 ag	KOR beta-arrestin-2	NOD1 inhibition	GPR55 beta-arrestin	NOD2 inhibition	NTR1 ag cell count 20 µM	KOR beta-arrestin-1	CSM14.1 death rescue	TNAP activators	Yfh1-off respiration
COc1cc(NC(=O)C(C)Oc2ccccc2)ccc1NC(=O)COc1ccccc1 (configuration not stated)	1.8	4.6%	-23%	0.2%	22%	69	-6%	x	x	x
Cc1ccc(NC(=O)c2nnn(-c3ccc4c(c3)OCCO4)c2N)cc1	1.4	4.3%	-3%	0.3%	-17%	35	-80%	x	x	x
Cc1ccc(-c2cc(C(=O)NCc3cnn(C)c3C)c3cc(Br)ccc3n2)cc1	8.2	-2.4%	-49%	0.0%	4%	88	7%	-1.8%	1	i
CC(C)CC(NC(=O)C(NC(=O)OC(C)(C)C)C(C)C)C(N)=O (configuration not stated)	0.1	x	22%	0.6%	-18%	70	-20%[20 µM]	1.4%	1.1	i

Source: PubChem
